# OX1R antag-1: antagonists of human orexin 1 receptor (OX1R) | Orexin/Hypocretin receptor type 1 (Homo sapiens), O43613 | OX1R-expressing cells, FRET antagonist read-out | inhibition, % at 6.6 µM | 330,000 compounds, 1.8% hits | AID 485270, 2010; in the data active = inhibition mostly above about 38%, no sharp cut-off; inactive = mostly below about 40%;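 note: 0% = agonist challenge alone and 100% = reference antagonist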
# Target sequence (O43613 whole entry, looked up): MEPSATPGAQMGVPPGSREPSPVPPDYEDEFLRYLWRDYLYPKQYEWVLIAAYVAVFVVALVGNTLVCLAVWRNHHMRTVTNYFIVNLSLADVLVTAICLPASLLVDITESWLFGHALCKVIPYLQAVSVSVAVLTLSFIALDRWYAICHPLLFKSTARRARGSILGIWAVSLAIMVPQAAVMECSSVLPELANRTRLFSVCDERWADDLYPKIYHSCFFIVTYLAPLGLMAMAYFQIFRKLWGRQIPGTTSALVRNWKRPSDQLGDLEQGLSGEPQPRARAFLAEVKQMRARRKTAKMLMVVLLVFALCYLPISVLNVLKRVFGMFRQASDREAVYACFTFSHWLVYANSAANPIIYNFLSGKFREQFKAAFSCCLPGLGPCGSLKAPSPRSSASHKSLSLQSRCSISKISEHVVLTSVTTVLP
# OX1R antag-2: OX1R (HCRTR1) antagonists, primary screen, fluorescence, CHO/OX1R cells, Fluo-8 calcium, orexin A. Orexin/Hypocretin receptor type 1 (Homo sapiens), O43613. AID 434989, 2010. inhibition, % at 5 µM. Fluo-8 calcium fluorescence. 330,000 compounds, 0.43% hits;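 active = inhibition above its plate's threshold, mean inhibition of all tested compounds on the plate plus 3 SD, cut at about 37% in these data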;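 note: 0% = orexin A challenge wells and 100% = SB-334867-A antagonist wells; not every result past the cut was called active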
# An asterisk follows results filed as active. This is a random part of the collection (roughly 2% active in at least one column).
# A first look (three entries):
SMILES,OX1R antag-1,OX1R antag-2
Cc1cc(C)cc(N2C(=O)N(c3ccccc3C)C3CS(=O)(=O)CC32)c1 (stereo unspecified),4,-8
CCOC(=O)C(CCOc1cccc(CC)c1)C(=O)OCC,14,-23
Cn1c2ccccc2c2ncn(CCCN3CCOCC3)c(=O)c21,30,-22

# The listing, from the first entry:
SMILES,OX1R antag-1,OX1R antag-2
Cc1cc(C)cc(N2C(=O)N(c3ccccc3C)C3CS(=O)(=O)CC32)c1 (stereo unspecified),4,-8
CCOC(=O)C(CCOc1cccc(CC)c1)C(=O)OCC,14,-23
Cn1c2ccccc2c2ncn(CCCN3CCOCC3)c(=O)c21,30,-22
COc1cccc(-c2sc3ccc(OC)cc3c2-c2ccc(OCCN3CCCC3)cc2)c1,3,19
CS(=O)(=O)N1CCN(C(=O)c2cccnc2)CC1,4,7
NC12CC3CC(CC(C3)C1)C2,6,13
Cc1ccc(S(=O)(=O)Nc2ccc3c(c2)OCCO3)c(C)c1NS(C)(=O)=O,-8,-4
CC(=O)Nc1ccc(OCC(=O)NCc2ccc(C)cc2)cc1,14,-21
O=C(COC(=O)c1cc(-c2ccccc2)nc2ccccc12)NC1CC1,12,7
C=CCOC(=O)c1ccc(-n2cncn2)nc1,12,12
CCN(CC)S(=O)(=O)c1ccc(F)c(C(=O)NCCCN2CCOCC2)c1,17,-11
COc1cc(C2SCC(=O)N2Cc2ccccc2)cc(OC)c1OC (stereo unspecified),10,-14

# Three of the entries above in order of the OX1R antag-1 value, low to high.
mol	OX1R antag-1
COc1cccc(-c2sc3ccc(OC)cc3c2-c2ccc(OCCN3CCCC3)cc2)c1	3
O=C(COC(=O)c1cc(-c2ccccc2)nc2ccccc12)NC1CC1	12
CCOC(=O)C(CCOc1cccc(CC)c1)C(=O)OCC	14

# Next section.
SMILES,OX1R antag-1,OX1R antag-2
CCC(CC)C(=O)Nc1cccc(-c2ccc3nncn3n2)c1,13,-9
Cc1ccc(-c2ccc(SCC(=O)c3ccccc3)nn2)cc1,3,-32
CN(CC(=O)Nc1cccc(F)c1)C(=O)c1ccc(NC2CC2)c([N+](=O)[O-])c1,13,-27
O=C(Cn1nnc(-c2ccccc2F)n1)Nc1ccc(S(=O)(=O)NC2CCCC2)cc1,17,6
CCOc1cc(/C=C(\C#N)C(=O)Nc2ccccc2C(=O)O)ccc1OC(=O)c1ccc(C)cc1,6,13
COc1ccccc1N1CCN(S(=O)(=O)c2cc(C)sc2C)CC1,6,-31
O=C(C1=C[C@@H](C2CC2)C[C@@H](OCc2ccc(CO)cc2)O1)N1CCN(Cc2ccccc2)CC1,10,-28
C/C(=N/NC(=O)CN1CCN(S(=O)(=O)c2ccc(Br)cc2)CC1)c1ccco1,17,-32
CC(C)(C)c1csc(NC(=O)c2ccncc2)n1,21,-23
COc1ccc(-c2c(C)nc(N)nc2-c2ccc(OCc3ccc(C)cc3)cc2O)cc1OC,25,-4
CCOC(=O)N/N=C/c1cn(CCCOc2ccc(C)cc2)c2ccccc12,22,-30
CC(C)(C)C1CCC2(CC1)Nc1cccc3cccc(c13)N2,16,-5
CN(CCOc1ccc(Cl)cc1)C(=O)c1ccc2c(=O)n3c(nc2c1)CCC3,12,-24
CS(=O)(=O)NCCn1ccc2ccccc21,11,16
CC1(C)CN(c2ccc(F)cc2)C1=O,4,1
CCC(=O)Nc1cccc(NC(=O)c2cc3ccccc3o2)c1,20,-28
O=C1NC(=Nc2ccccc2)S/C1=C\c1cccs1,16,-21
O=C(Nc1cccc(F)c1)C1CCCN(S(=O)(=O)c2ccccc2)C1 (stereo unspecified),24,0
Cc1ccc(C(C(=O)NC2CCCCC2)N(C(=O)CCCC(=O)Nc2ccccn2)c2ccc3c(c2)OCCO3)cc1 (stereo unspecified),11,-31
CCc1ccc(NC(=O)C2CCCN2c2nn3c(=O)cc(C)nc3s2)cc1 (stereo unspecified),13,-26
CCCc1c(O)nc(SC2CC(=O)N(c3ccc(C)c(Cl)c3)C2=O)[nH]c1=O (stereo unspecified),15,-23
CC1Cc2ccccc2N1S(=O)(=O)c1cccc2nsnc12 (stereo unspecified),18,-26
CC(C)N(Cc1ccccc1)C(=S)Nc1cccnc1,13,4
Cc1ccc(S(=O)(=O)NCCCOC(=O)Nc2ccncc2)cc1,11,-10
COc1cc(NC(=O)c2ccco2)c(OC)cc1NC(=O)Nc1ccc(Cl)cc1,3,-28
Cc1cccc(CN(C(=S)Nc2c(C)cccc2C)c2cccnc2)c1,27,-16
CCn1c(N)c(C(=O)COC(=O)CCc2nc3ccccc3c(=O)[nH]2)c(=O)[nH]c1=O,7,-10
CN(C)C(CNC(=O)c1cc2ccccc2oc1=O)c1ccccc1 (stereo unspecified),92*,-37
Cc1ccc(SC(C)C(=O)NC(N)=O)c(C)c1 (stereo unspecified),25,-23
COC1(NC(=O)c2ccccc2)C(C)=CC(=O)C=C1C,8,-2
CCOC(=O)/C=C1\SCC(=O)N1CC(=O)NCCc1ccc(F)cc1,5,-20
COc1ccccc1C(=O)NCCCNC(=O)c1cccnc1,0,3
CCOc1cc(C(=O)N=c2sccn2C)ccc1OC(F)F,45,-24
Nc1nc(-c2ccc(Cl)cc2)nn1C(=O)c1ccco1,5,-13
CCNC(=O)NC(=O)C(C)OC(=O)CCCc1nc2ccccc2s1 (stereo unspecified),11,-22
Cc1ccccc1C(=O)c1cccn1CC(=O)NCCCN1CCCCC1,9,-10
CCOCCCNC(=O)C(NC(=O)c1ccc(=O)[nH]c1)c1ccc(Cl)cc1 (stereo unspecified),13,-15
Cc1ccc(OCC(=O)Nc2ccccc2F)cc1,3,-11
O=C(Nc1ccc2c(c1)OCCO2)c1ccccn1,11,-12
CCOC(=O)c1c(NC(=O)c2cccs2)sc(C)c1CC,16,-34
O=C(COC(=O)c1cccc(-n2cnnn2)c1)c1ccccc1,10,-6
Clc1nnc2ccc(-c3ccccc3)nn12,2,-33
CCCCN(C)Cc1c(O)ccc2c(-c3ccccc3)cc(=O)oc12,85*,-38
O=S(=O)(c1ccc(F)cc1)N1CCN(Cc2ccccc2C(F)(F)F)CC1,2,-19
NC(=O)[C@@H]1CCCNc2c(I)cc([N+](=O)[O-])cc2C(=O)N[C@@H](CO)C(=O)N[C@@H](Cc2ccc(O)cc2)C(=O)N1,29,-11
CSc1nc(=O)n(-c2ccccc2)c(C)c1C(C)=O,7,1
COc1ccc(-c2csc(NC(=O)CSc3nc(C)nc4sc(C(=O)O)c(C)c34)n2)cc1,4,-4
CCOC(=O)C1=C(C)NC(C)=C(C(=O)OCC)C1C(=O)OCC(=O)NCc1ccccc1,8,-30
CS(=O)(=O)N(CC(=O)N1CCN(Cc2ccccc2)CC1)c1cccc(Cl)c1,0,-23
Cc1ccc(C2(O)CN(c3ccccc3)C3=[N+]2CCS3)cc1 (stereo unspecified),23,-19
O=C(Cc1cccs1)Nc1cccc(-c2ccc3nncn3n2)c1,14,-7
CN(C)c1ccc(S(=O)(=O)NCC(=O)N2CCN(c3ccccc3)CC2)cc1[N+](=O)[O-],20,-17
O=C(Nc1ccc(N2CCOCC2)c(Cl)c1)c1cccc(F)c1,57,-1
O=c1c2ccccc2ncn1/N=C/c1ccccc1,9,-5
CCN(CC(=O)Nc1ccccc1C(F)(F)F)C(=O)CCOc1ccccc1C,36,-10
Fc1c(F)c(F)c(NC2=NCCCCC2)c(F)c1F,20,-18
Cc1c(C#N)c(O)n(CCO)c(=O)c1N=Nc1ccc(S(N)(=O)=O)cc1,161*,-24
CCCCn1c(-c2sccc2C)n[nH]c1=S,15,-16
Cc1cc(C)n2[nH]c(=O)c(N=Nc3ccccc3)c2n1,188*,-10
OCCCNc1nc(-c2ccccc2)c2cc(Cl)ccc2n1,25,-40

# Going on with the list.
SMILES,OX1R antag-1,OX1R antag-2
CCOC(=O)NN1C(=O)c2ccccc2NC1c1ccc(OC)c(OC)c1 (stereo unspecified),8,0
COc1cccc(N2CC(NC(=O)C(=O)c3c(C)[nH]c4ccccc34)CC2=O)c1 (stereo unspecified),16,-12
CC(C)NC(=O)C1CCN(C2CCN(C(=O)/C=C/c3cccs3)CC2)CC1,6,-11
COc1ccc(CCNC(=O)NC2CCCCC2)cc1,20,-11
COc1ccc(C(C)(C)C)cc1NC(=O)CNc1cccc2ccccc12,18,-26
Cc1cc([N+](=O)[O-])nn1CC(=O)N1CCOCC1,13,-16
Cc1cccc(Nc2nnc(-c3ccc(N4CCOCC4)c([N+](=O)[O-])c3)c3ccccc23)c1,27,-32
NS(=O)(=O)c1ccc(CCNC(=O)COC(=O)c2nc(Cl)ccc2Cl)cc1,-2,6
Cc1ccc([C@H]2C(C(=O)O)=CC[C@@H](c3ccc(C(C)C)cc3)N2S(=O)(=O)c2ccc(C)cc2)cc1,29,29
N#CCCN(C(=O)COC(=O)C1CCN(S(=O)(=O)c2ccc3c(c2)OCCO3)CC1)c1ccccc1,8,-15
Cc1nonc1C(=O)N/N=C/c1cccc(O)c1,30,5
Oc1c(Br)cc(Br)c(/C=N/n2c(-c3ccccc3)n[nH]c2=S)c1Br,71*,3
Cc1cc(OCC(=O)Nc2cccc(S(=O)(=O)NC3=NCCCCC3)c2)ccc1Cl,11,-17
O=C(NC1c2ccccc2-c2ccccc21)c1ccccc1,5,-3
Cc1ccc(C(=O)N/N=C/c2ccc3c(c2)OCO3)o1,15,4
COc1ccc(CCN=C(N)NS(=O)(=O)c2ccc3ccccc3c2)cc1,4,-10
CCc1ccc(NC(=O)COc2ccc3c(c2)OCO3)cc1,17,-9
COc1ccc(Br)cc1S(=O)(=O)NCc1ccccn1,19,-11
C=CCSc1nc(N(CC)CC)c2sccc2n1,36,-19
CCNC(=S)NCc1ccc2c(c1)OCO2,3,-5
Cc1ccnc2c1ccc1c(C)ccnc12,7,-25
COc1cc2c(cc1OC)CN(CC(=O)Nc1cccc([N+](=O)[O-])c1)CC2,0,-13
CC(CCC(=O)O)(c1ccc(O)cc1)c1ccc(O)cc1,-4,7
O=C1CN(C(=O)COC(=O)C23CC4CC(CC(O)(C4)C2)C3)c2ccccc2N1,18,-14
COc1ccc(-c2noc(CNC(=O)CCCN3C(=O)[C@H]4CC=CC[C@H]4C3=O)n2)cc1,18,-30
CC1(C)C(=O)C2(CCCCC2)C(=O)OC1c1cccn1-c1ccc([N+](=O)[O-])cc1 (stereo unspecified),12,-7

# Part of the list above in order of SMILES length, low to high:
SMILES,OX1R antag-1,OX1R antag-2
C=CCSc1nc(N(CC)CC)c2sccc2n1,36,-19
CC(CCC(=O)O)(c1ccc(O)cc1)c1ccc(O)cc1,-4,7
COc1ccc(CCN=C(N)NS(=O)(=O)c2ccc3ccccc3c2)cc1,4,-10
Cc1cc(OCC(=O)Nc2cccc(S(=O)(=O)NC3=NCCCCC3)c2)ccc1Cl,11,-17
CC1(C)C(=O)C2(CCCCC2)C(=O)OC1c1cccn1-c1ccc([N+](=O)[O-])cc1 (stereo unspecified),12,-7
COc1ccc(-c2noc(CNC(=O)CCCN3C(=O)[C@H]4CC=CC[C@H]4C3=O)n2)cc1,18,-30
